SRC3 TRFRET art = TR-FRET detection interference compounds, artefact control for PPARgamma SRC-3 recruitment agonists, biochemical, TR-FRET ratio; AID 1048, 2008; TR-FRET artefact counter-screen, PPARgamma/SRC-3 format; stronger effect = higher value; 99,000 tested, 0.39% active; TR-FRET ratio at 8 µM; in the data active means TR-FRET ratio above about 2000; further: inactives centre near 1600
SRC1 TRFRET art = TR-FRET detection interference compounds, primary screen, artefact control for PPARgamma SRC-1 recruitment agonists, biochemical, TR-FRET emission ratio; TR-FRET detection artefact counter-screen; stronger effect = higher value; TR-FRET ratio at 8 µM; 99,000 tested, 0.34% active; AID 1051, 2008; in the data active means TR-FRET ratio above about 2300; further: inactives centre near 1800
* hit, by the source's call. Only part of the results is shown; count on the stated rates, not on these rows.

SMILES	SRC3 TRFRET art	SRC1 TRFRET art
Cn1nc(C(F)(F)F)c(CO)c1Sc1ccc(F)cc1	1640	2243
O=C(NC1CC1)C(=O)c1c(-c2ccccc2)[nH]c2ccccc12	1651	1908
O=C(CNC(=O)/C(=C/c1ccccc1)NC(=O)c1ccc(Br)cc1)OCc1ccccc1	1425	1953
COC(=O)CC(N)c1ccc(Br)cc1 (stereo not drawn)	1576	1836
S=C(NCCN1CCOCC1)Nc1cccc2ccccc12	1654	2022
O=C(CNS(=O)(=O)c1c(Cl)cccc1Cl)OCC(=O)N1CCN(c2ccccc2)CC1	1560	1673
Cc1ccc(-c2nnc(Nc3ccc4c(c3)OCO4)c3ccccc23)cc1S(N)(=O)=O	1681	2097
O=C(O)c1ccc(Nc2cc(Cl)c3nonc3c2[N+](=O)[O-])cc1	1424	1739
CC(=O)c1cccc(NC(=O)c2c(F)c(F)c(F)c(F)c2F)c1	1516	1767
COc1ccc(N2CC(NC(=O)NCC(C)C)CC2=O)cc1 (stereo not drawn)	1925	1650
Cc1ccc(NC(=O)C2CCN(c3cnccn3)CC2)cc1C	1525	1852
COc1ccc(CNC(=O)COC(=O)C2CC3C=CC2C3)cc1 (stereo not drawn)	1677	2079
O=S(=O)(/N=C(/Nc1ccc(Cl)cc1Cl)c1ccccc1)c1cccs1	1508	1556
Cc1c(Br)c([N+](=O)[O-])nn1CCCC(=O)Nc1c(C)n(C)n(-c2ccccc2)c1=O	1780	1700
Cc1ccc(N=C/C(C(=O)C(F)(F)F)=C(\O)c2ccco2)cc1Cl	1680	1784
O=C(NCc1ccccn1)c1ccc(Cl)c(S(=O)(=O)Nc2ccccc2C(=O)NCc2ccccn2)c1	1684	1745
O=C(COc1ccccc1)N/N=C/c1ccc([N+](=O)[O-])o1	1380	2135
Cc1ccc(OCc2nc(-c3cccnc3)no2)cc1C	1515	1665
CC(=O)CCc1ccc(OCC(O)CNC2CCCc3ccccc32)cc1 (stereo not drawn)	1573	1825
O=C(Nc1cc2c(cc1Cl)OCCCO2)c1ccco1	1568	1898
Cc1cc(C)c(S(=O)(=O)Nc2ccccc2-c2ccccc2)c(C)c1	1505	1752
O=C(O)c1ccc(/C=N/N2CCN(Cc3ccccc3)CC2)cc1	1386	1902
CCOC(=O)Nc1sc2c(c1C(N)=O)CCC(C)C2 (stereo not drawn)	1532	1853
N#CCCN1CCN(C(=O)c2c(N)no[n+]2[O-])CC1	1527	1572
CCN(CC)S(=O)(=O)c1cccc(NC2=NCC(C)S2)c1 (stereo not drawn)	1402	1540
Next section
SMILES	SRC3 TRFRET art	SRC1 TRFRET art
CN(C)CCCNC1=CC(=O)CC(c2ccccc2)C1 (stereo not drawn)	1439	1672
CN(C(=O)CSc1nnc(-c2ccccc2)c(-c2ccccc2)n1)C1CCS(=O)(=O)C1 (stereo not drawn)	1594	2053
CCOc1ccc(OCC)c(NC(=O)CSCCc2ccccn2)c1	1431	1638
C/C(=N\NC(=O)CCc1c[nH]c2ccccc12)c1ccc([N+](=O)[O-])cc1	1592	1592
COc1ccc(-n2ncc3c(NCc4ccc5c(c4)OCO5)ncnc32)cc1	1364	1667
CC(=O)c1ccc(N2CCN(CC(=O)Nc3cc(C)on3)CC2)cc1	1621	1844
O=C(NC1CCCCC1)C(=S)NCCc1ccccc1	1446	1928
CSC1=NC(C)(C)C=C(/C=C/c2ccc(Cl)cc2)N1	1646	1987
CCOc1ccccc1OCCOCCOc1c(Cl)cccc1Cl	1697	1660
COc1ccc(NC(=S)N(CCc2c(C)[nH]c3ccc(C)cc23)Cc2cccnc2)cc1	1699	1596
CCOCCCNC(=O)c1ccc2c(=O)n(Cc3ccc(OC)cc3)c(=O)[nH]c2c1	1562	1797
CN(C)CC(C)(C)CNS(=O)(=O)c1ccc(Cl)cc1	1522	1782
CCOC(=O)C(=CNc1cc(C)ccn1)C(=O)OCC	1739	1508
Cc1ccc2nc(COc3ccc(N(C)S(=O)(=O)c4ccccc4)cc3)cc(=O)n2c1	1616	1730
CC(C)n1c(-c2ccccc2)nc(=S)c2c1CCCC2	1664	2177
CCOC(=O)c1c(C)[nH]c(C)c1C(=O)CSc1nc2ccccc2c(=O)n1-c1ccc(C)cc1	1530	1793
COc1ccc(C(=O)OCC2CC(c3ccccc3)=NO2)cc1OC (stereo not drawn)	1671	1931
Cn1c(C(=O)OC(C(=O)NC(C)(C)C)c2cccnc2)cc2sccc21 (stereo not drawn)	1228	1593
CCOC(=O)C1CCN(C(=O)c2cccc(S(=O)(=O)Nc3ccc(C)cc3C)c2)CC1	1520	1732
COc1ccc2[nH]c3c(NCCC4=CCCCC4)ncnc3c2c1	1542	1871
Cc1ccc(CNC(=O)Cc2ccc(-n3cccc3)cc2)cc1	1471	1904
Cc1nc(-c2nc(-c3c(C(=O)NN)noc3C)cs2)cs1	1726	2088
CCC(=O)Nc1c2c(nn1-c1cccc(Cl)c1)CSC2	1904	1791
COCCCn1cc(C(=O)c2cc(Br)ccc2O)cc(C#N)c1=O	1533	1868
Oc1ccc(/C=N/Nc2ncnc3c2ncn3Cc2ccccc2)cc1O	1635	1761

5 successive records already listed:
SMILES	SRC3 TRFRET art	SRC1 TRFRET art
COc1ccc(C(=O)OCC2CC(c3ccccc3)=NO2)cc1OC (stereo not drawn)	1671	1931
Cn1c(C(=O)OC(C(=O)NC(C)(C)C)c2cccnc2)cc2sccc21 (stereo not drawn)	1228	1593
CCOC(=O)C1CCN(C(=O)c2cccc(S(=O)(=O)Nc3ccc(C)cc3C)c2)CC1	1520	1732
COc1ccc2[nH]c3c(NCCC4=CCCCC4)ncnc3c2c1	1542	1871
Cc1ccc(CNC(=O)Cc2ccc(-n3cccc3)cc2)cc1	1471	1904

Back to the main list, repeating the two entries before the break.
SMILES	SRC3 TRFRET art	SRC1 TRFRET art
COCCCn1cc(C(=O)c2cc(Br)ccc2O)cc(C#N)c1=O	1533	1868
Oc1ccc(/C=N/Nc2ncnc3c2ncn3Cc2ccccc2)cc1O	1635	1761
CCCCCC(=O)Nc1ccc(S(=O)(=O)Nc2nccc(C)n2)cc1	1867	2036
CCN(Cc1ccccc1)C(=O)C(C)OC(=O)c1cc(S(=O)(=O)Nc2c(C)n(C)n(-c3ccccc3)c2=O)ccc1C (stereo not drawn)	1484	2059
COc1ccc(-c2ccc(SCC(=O)c3ccc(F)cc3)nn2)cc1OC	1673	1814
O=C(NNc1cc(Cl)ccc1Cl)c1cccnc1Cl	1633	1603
Cc1cccc(C)c1NC(=S)N=Nc1c(O)n(C)c2ccc(S(=O)(=O)N3CCOCC3)cc12	1585	2156
Cc1cccc(C(=O)NCc2nnc(SCc3ccc(F)cc3)n2C)c1	1427	1510
O=C(c1cn(-c2ccccc2)nc1-c1ccc(F)cc1)N1CCCCC1	1726	1666
CCCCNC(=O)Cc1ccc(Br)cc1	1505	1869
COc1cc(/C=N/NC(=O)C2COc3ccccc3O2)cc(OC)c1OC (stereo not drawn)	1674	1806
COc1cc(S(=O)(=O)NCc2ccncc2)c(OC)cc1Cl	1593	2013
S=C1NCCOCCNC(=S)NCCOCCOCCOCCN1	1643	2012
Cc1[nH][nH]c(=O)c1C(c1ccc(O)c([N+](=O)[O-])c1)c1c(C)[nH][nH]c1=O	1666	1829
O=C(/C=C/c1cccs1)N1CCCCC1	1341	1614
C#CCOCCOCCOCCNc1nc(N2CCN(C(=O)C([C@@H](C)CC)n3cc(C(N)CO)nn3)CC2)nc(N2CCN(C(=O)[C@H](CCC(=O)O)n3cc(C(N)CC(C)C)nn3)CC2)n1 (stereo partly drawn)	1658	1750
C/C(=C\c1ccccc1)C(=O)NCCc1ccccc1	1863	1769
CC/C(=N\NC(=O)CCC(=O)NCc1ccccc1)c1ccc(O)cc1	1677	1829
CCOC(=O)c1cc(-c2ccc(F)cc2)n(CC(=O)NC(C)CC)c1C (stereo not drawn)	1357	1738
CCOc1ccc2oc(C(=O)NC(C)(C)CC)c(C)c2c1	1422	1660
CCOc1ccc(-c2csc(NNC3=NCCCCC3)n2)cc1	1370	2430*
O=C(COc1nncc2ccccc12)Nc1ccc(F)c(F)c1	1790	1701
CC1CN(C(=O)C2(C)CC2(Br)Br)CC(C)O1 (stereo not drawn)	1327	1506
COc1ccccc1/C=N/NC(=O)C(=O)NCc1cccnc1	1636	1748
CCN1CCN(C(=O)CSc2nc(N)cc(N)n2)CC1	1674	1588
Cc1ccccc1NC(=O)CN1C(=O)NC(C)(CCc2ccccc2)C1=O (stereo not drawn)	1773	1770
CSc1ccccc1NC(=O)CCc1ccccc1	1516	1755
Further records follow.
SMILES	SRC3 TRFRET art	SRC1 TRFRET art
CCOC(=O)c1c(NC(=O)CN2CCCc3ccccc32)sc(C)c1C	1567	1555
COCCN1C(=O)/C(=C/c2ccc(N3CCCC3)cc2)SC1=S	1465	1740
Cc1cc(NC(=S)N(Cc2ccc(Cl)cc2)Cc2ccc(C(=O)O)cc2)ccc1Cl	1483	1645
COCCn1c(=S)[nH]c2ccccc21	1645	1863
Cn1c(=O)n(Cc2ccccc2)c(=O)c2c1nc1n2CCN1Cc1ccco1	1589	1626
O=C1Nc2ccc([N+](=O)[O-])cc2OC1CCN1CCOCC1 (stereo not drawn)	1576	1680
NC(=O)c1ccc(N2CCCCCC2)c([N+](=O)[O-])c1	1663	1669
Cc1c2c(n3c(nc4ccccc43)c1C#N)N(CCCN(C)C)CC2	1525	1837
Nc1nnc(SCC(=O)c2ccc([N+](=O)[O-])cc2)s1	1425	1633
CCOC(=O)C1(CC/C(C)=N\NC(N)=O)CC(C)(C)OC1=O (stereo not drawn)	1571	2119
CCn1c(=O)[nH]c(=O)c2c(N)c(C(=O)c3ccccc3OC)sc21	1485	1626
Cc1ccc(S(=O)(=O)CCC(=O)OCc2ccccc2)cc1	1660	1677
O=C1c2cccc3cccc(c23)C(=O)N1CCN1CCN(C(=S)Nc2ccccc2)CC1	1657	1479
COc1ccc(NC(=O)c2ccc(C(=O)Nc3ccc(OC)cc3OC)cc2)c(OC)c1	1510	1768
CCCCONc1ncnc2nonc12	1744	1921
COc1ccc(-c2cn(-c3cccc(C)c3)c(=O)[nH]2)cc1OC	1600	1973
CC(=O)NC(=S)Nc1cccc2c(C)cc(C)nc12	1561	1869
Cc1ccc(C(=O)Cc2nnc(C)s2)cc1	1578	2060
CCOC(=O)C1(CC2CCCCO2)CCN(C(=O)Nc2ccc(C)c(C)c2)CC1 (stereo not drawn)	1502	1616
COc1ccccc1NC(CC(=O)c1ccccc1)C(=O)OCC(=O)c1ccc(F)cc1 (stereo not drawn)	1537	1846
COc1ccc(C(=O)N/C(=C\c2cn(S(=O)(=O)N(C)C)c3ccccc23)C(=O)NC(C)C)cc1	1524	1589
O=C1/C(=C/c2ccc3c(c2)OCO3)CCC/C1=C\c1ccc2c(c1)OCO2	1501	1987
CSCCC(NS(=O)(=O)c1ccc2[nH]c(=O)c(=O)[nH]c2c1)C(=O)O (stereo not drawn)	1335	1571
O=C(Nc1ccc2cn[nH]c2c1)c1ccccc1F	1302	1671
O=C1CCCC2=C1C(c1cccs1)Nc1ccccc1N2 (stereo not drawn)	1575	1782

Given comma-delimited: 7 of the compounds above
Molecule,SRC3 TRFRET art,SRC1 TRFRET art
Cc1ccc(OCc2nc(-c3cccnc3)no2)cc1C,1515,1665
CC(=O)CCc1ccc(OCC(O)CNC2CCCc3ccccc32)cc1 (stereo not drawn),1573,1825
O=C(Nc1cc2c(cc1Cl)OCCCO2)c1ccco1,1568,1898
Cc1cc(C)c(S(=O)(=O)Nc2ccccc2-c2ccccc2)c(C)c1,1505,1752
O=C(O)c1ccc(/C=N/N2CCN(Cc3ccccc3)CC2)cc1,1386,1902
CCOC(=O)Nc1sc2c(c1C(N)=O)CCC(C)C2 (stereo not drawn),1532,1853
N#CCCN1CCN(C(=O)c2c(N)no[n+]2[O-])CC1,1527,1572

Other entries follow:
SMILES	SRC3 TRFRET art	SRC1 TRFRET art
CCOc1ccc(-n2c(-c3ccccc3)nnc2-c2ccccc2)cc1	1566	1721
O=C(Nc1cc([N+](=O)[O-])ccc1N1CCOCC1)c1ccco1	1699	1890
COc1ccccc1NC(=O)Nc1ccncc1	1644	1902
C=C(C)C(=O)Nc1nnc(-c2ccccc2C)s1	1754	1635
Cc1ccc(NC(=O)Nc2nnc(-c3ccncc3)s2)cc1	1588	1787
N#CCSc1nc2ccccc2c2nc3ccccc3n12	1581	1663
CC1Cc2ccccc2N1S(=O)(=O)c1cnc[nH]1 (stereo not drawn)	1597	1931
CCCCN1C(=O)c2ccc(C(=O)Nc3ccc(C)c(S(=O)(=O)N(C)C)c3)cc2C1=O	1550	1540
O=C(N/N=C/c1cccs1)[C@H]1C[C@@H]1c1ccccc1	1462	1749
c1ccc(-c2cc(-c3nc4ccccc4[nH]3)c3ccccc3n2)cc1	1515	1885
CC(C)(C)c1ccc(C(=O)NC(=S)Nc2ccc(N3CCOCC3)cc2)cc1	1490	1292
CC(C)N(CCNCc1nnc(-c2ccccc2)o1)C(C)C	1510	1675
O=S(=O)(NCCCN1CCOCC1)c1ccc2ccccc2c1	1606	1782
Cc1ccc(C2C(C#N)=C(N)Oc3cc(C)oc(=O)c32)o1 (stereo not drawn)	1682	1877
CC(NC(=O)CCc1nnc(-c2ccc(-c3ccccc3)cc2)o1)c1nccs1 (stereo not drawn)	1685	1627
Cc1cc2cc(CN3C(=O)c4ccccc4C3=O)ccc2[nH]1	1582	1946
Cc1cc(C)nc(NN=C(c2ccccc2)c2ccccc2)n1	1501	1755
COCCNC(=S)NC(=O)c1ccc(C(C)(C)C)cc1	1494	2087
ClC(Cl)(c1nnnn1-c1ccccc1)c1nnnn1-c1ccccc1	1536	1720
O=C(COC(=O)c1cc(-c2ccccc2)nc2ccccc12)NCC1CCCO1 (stereo not drawn)	1563	1924
Cc1ccc(CNC(=O)C2CCCN(c3nc4ccsc4c(=O)s3)C2)cc1 (stereo not drawn)	1421	1647
CCOC(=O)CCCCC(=O)c1[nH]c(=O)[nH]c1CSc1nnc2c3cc(Br)ccc3n(C)c2n1	1486	1816

Assay outcomes as filed in PubChem BioAssay.
